Source: PubChem BioAssay (several laboratories)
LMPTP inh: LMPTP phosphatase inhibitors, primary screen, biochemical, fluorescence intensity, uHTS; Low molecular weight phosphotyrosine protein phosphatase (Homo sapiens), P24666; recombinant LMPTP-A, OMFP fluorogenic substrate; inhibition, % at 20 µM; hit rate 0.22% among 360,000; AID 651560, 2012;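 active means compounds that cut the enzyme signal by at least half of the control window in the single-dose screen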;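 further: plate controls were DMSO wells with enzyme plus substrate for no effect and substrate without enzyme for full effect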
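Material: LMPTP-A; amount: 0.625 nM enzyme; doses: single 20 µM dose; times: reaction 50 min, room temperature, dark; technique: fluorescence intensity of OMFP turnover product; benchmarks: no-enzyme and uninhibited controls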
CSN inh: inhibitors of CSN-mediated cullin deneddylation, primary screen, biochemical, fluorescence polarization, uHTS | Purified CSN, SCF-Nedd8-OG deneddylation | hit rate 0.38% among 360,000 | AID 651999, 2013 | COP9 signalosome complex subunit 5 (Homo sapiens), Q92905 | inhibition, % at 12.5 µM;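 active means pattern-corrected inhibition above about 35%, with an unprinted fluorescence ratio check between 0.5 and 1.5, limit read from the data, passing the limit was not always enough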;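 further: 0% = enzyme with substrate and 100% = substrate without enzyme; some results filed as inactive read as strong as hits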
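Assay system: purified human Csn5 enzyme expressed in HEK293T cells; measure: % inhibition; also added: SCFSkp2-Nedd8OG substrate at 10 nM final; technique: fluorescence polarization; times: reaction 90 min, room temperature; medium: Tris buffer pH 7.5, NaCl, DTT, Tween-20, trehalose, ovalbumin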
MsrA inh: bovine MsrA enzyme inhibitors, primary screen, biochemical, absorbance, HTS; purified bovine MsrA, absorbance read-out; inhibition, % at 15.5 µM; hit rate 0.75% among 360,000; in the data active means inhibition above about 4.5%;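 further: 0% = vehicle wells with enzyme and 100% = reference inhibitor wells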
DNMT1 inh: human DNMT1 methyltransferase inhibitors, primary screen, biochemical, molecular beacon, fluorescence, HinP1I cleavage, uHTS; DNA (cytosine-5)-methyltransferase 1 (Homo sapiens), P26358; inhibition (reported as % activation of signal), % at 10 µM; hit rate 0.83% among 360,000; AID 588458, 2011; in the data active means inhibition above about 50%
TbMetRS inhib: T. brucei MetRS inhibitors, primary screen, biochemical, luminescence; methionyl-tRNA synthetase (Trypanosoma brucei brucei); purified T. brucei MetRS, ATP depletion, Kinase-Glo luminescence; inhibition, % at 11.9 µM; hit rate 0.4% among 360,000;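 active means inhibition above a per-plate cutoff of the control wells' mean inhibition plus 3 SD, cut at about 5.5% in these data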;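 further: 0% = DMSO wells median and 100% = median of wells with control inhibitor compound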
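Dosing: 11.9 µM single point; system: parasite MetRS enzyme; technique: luminescence of leftover ATP; times: 15 min enzyme-compound preincubation, 2 h reaction, 10 min detection, 25 °C; replicates: each compound tested once; read-out basis: percent inhibition relative to median high and low control wells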
STEP block: STEP phosphatase inhibitors, primary screen, biochemical, fluorescence intensity, uHTS. Tyrosine-protein phosphatase non-receptor type 5 (Homo sapiens), P54829. recombinant STEP, OMFP fluorogenic substrate. inhibition, % at 20 µM. hit rate 0.25% among 360,000. AID 588621, 2011;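 active means inhibition at 20 µM, scaled per plate between control wells, above about 37%, limit read from the data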;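 further: 0% = DMSO with enzyme and substrate and 100% = substrate only without enzyme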
Target sequence (P54829 whole entry, looked up): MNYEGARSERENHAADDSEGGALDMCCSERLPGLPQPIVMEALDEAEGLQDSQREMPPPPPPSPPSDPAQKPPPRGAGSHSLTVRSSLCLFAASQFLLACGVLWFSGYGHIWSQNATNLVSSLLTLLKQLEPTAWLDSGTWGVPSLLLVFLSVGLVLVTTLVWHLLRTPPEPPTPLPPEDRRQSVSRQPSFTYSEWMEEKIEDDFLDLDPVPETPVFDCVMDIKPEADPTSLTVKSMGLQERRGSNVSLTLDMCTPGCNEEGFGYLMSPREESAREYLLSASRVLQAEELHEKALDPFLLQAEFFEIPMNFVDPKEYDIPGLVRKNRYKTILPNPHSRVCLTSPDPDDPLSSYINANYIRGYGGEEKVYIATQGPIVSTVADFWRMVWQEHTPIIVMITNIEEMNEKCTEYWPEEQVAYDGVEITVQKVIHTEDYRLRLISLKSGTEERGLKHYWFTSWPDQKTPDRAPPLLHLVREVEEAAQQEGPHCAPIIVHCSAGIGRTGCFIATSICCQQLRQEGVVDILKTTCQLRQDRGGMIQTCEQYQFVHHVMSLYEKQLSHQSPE
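Material: STEP (striatal-enriched tyrosine phosphatase) enzyme, cell-free | Medium: 50 mM Bis-Tris pH 6.0 with 2.5 mM DTT and 0.005% Tween 20 | Read-out: Percent inhibition scaled to no-enzyme and uninhibited-enzyme controls, plate-pattern corrected | Signal: Fluorescence read at 480 nm ex / 540 nm em | Times: 20 min reaction, room temperature, in the dark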
Scp1 inh: Scp-1 phosphatase inhibitors, primary screen, biochemical, colorimetric, uHTS; Carboxy-terminal domain RNA polymerase II polypeptide A small phosphatase 1 (Homo …; Recombinant Scp1, phosphopeptide, malachite green phosphate absorbance; inhibition, % at 20 µM; hit rate 0.88% among 340,000; AID 493091, 2011;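 active means inhibition above about 50% at 20 µM, limit read from the data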;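 further: plate controls were DMSO wells with enzyme for no effect and wells lacking enzyme for full effect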
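Incubation: 45 min enzyme reaction at room temperature / System: truncated SCP-1 phosphatase (76-261aa) / Reagent: Phospho 17-mer peptide substrate / Buffer or medium: Acidic Tris acetate buffer with magnesium and detergent / Signal: absorbance at 630 nm / Doses: one concentration, 20 µM, with 1.0% DMSO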
NadD block: inhibitors of S. aureus NadD, primary screen, biochemical, colorimetric, uHTS | Nicotinate-nucleotide adenylyltransferase NadD (Staphylococcus aureus N315) | hit rate 0.78% among 360,000 | inhibition, % at 20 µM | purified NadD enzyme, colorimetric absorbance read-out | AID 602399, 2012; in the data active means inhibition above about 26%; further: some compounds past the cut are filed as inactive
Rpn11 block: Rpn11 (PSMD14) deubiquitinase inhibitors, primary screen, biochemical, fluorescence polarization, uHTS. 26S proteasome non-ATPase regulatory subunit 14 (Homo sapiens), O00487. calls only at 20 µM. human 26S proteasome, Ub4-pepOG fluorescence polarization; 20S core pre-blocked with epoxomicin. AID 588493, 2011. hit rate 0.59% among 360,000;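 active means inhibition at 20 µM, scaled to each plate's controls, above about 33%, limit read from the data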
Target sequence (O00487 whole entry, looked up): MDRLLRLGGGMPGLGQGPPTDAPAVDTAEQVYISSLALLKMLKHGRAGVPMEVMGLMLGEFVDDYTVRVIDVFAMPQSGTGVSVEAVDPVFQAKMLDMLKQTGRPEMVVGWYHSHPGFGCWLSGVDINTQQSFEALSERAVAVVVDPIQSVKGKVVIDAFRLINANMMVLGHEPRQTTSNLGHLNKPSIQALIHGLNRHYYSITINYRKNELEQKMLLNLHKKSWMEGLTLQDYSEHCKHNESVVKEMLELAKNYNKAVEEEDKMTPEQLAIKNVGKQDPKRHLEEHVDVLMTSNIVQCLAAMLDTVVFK
SUMO1 PPI mod: modulators of SUMO1 protein-protein interactions, primary screen, biochemical, uHTS; Small ubiquitin-related modifier 1 (Homo sapiens), P63165; SUMO1 binding to a labelled peptide, TR-FRET, 1 h; inhibition, % at 20 µM; hit rate 0.33% among 360,000; in the data active means inhibition above about 37%
Target sequence (P63165 whole entry, looked up): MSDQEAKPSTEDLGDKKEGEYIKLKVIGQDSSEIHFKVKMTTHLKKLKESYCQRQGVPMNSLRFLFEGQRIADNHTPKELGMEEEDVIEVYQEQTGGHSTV
An asterisk follows results filed as active; i = inactive; · = not tested or not shown. No enrichment for hits (roughly 3.9% active in at least one column).

smiles,LMPTP inh,CSN inh,MsrA inh,DNMT1 inh,TbMetRS inhib,STEP block,Scp1 inh,NadD block,Rpn11 block,SUMO1 PPI mod
COc1ccc(S(=O)(=O)N(C)C[C@H]2Oc3ccc(NC(=O)CCC(F)(F)F)cc3C(=O)N([C@H](C)CO)C[C@@H]2C)cc1,-0.4,-4,0.5,0,-1.0,-2,39,4,i,2
CC(=O)c1cccc(NC(=O)CNC(=O)Cc2ccccc2)c1,-1.7,-3,-1.0,1,0.5,2,-6,-1,i,4
COC(=O)c1cccc(NC(=O)C2COc3ccccc3O2)c1 (centres undefined),0.4,-1,1.6,3,0.9,2,-8,-1,i,-2
CC1CCCCC1Nc1ncnc2sccc12 (centres undefined),-0.4,5,-1.3,3,-1.1,-3,-1,-2,i,5
COc1ccc(-n2c(Cc3cccn3C)nnc2SCC(=O)Nc2cccc(NC(C)=O)c2)cc1,-0.5,3,0.6,-5,-0.3,1,1,4,i,-15
C#CCOCCOCCOCCNc1nc(N2CCOCC2)nc(N2CCN(C(=O)[C@H]([C@@H](C)CC)n3cc(CCCN=C(N)N)nn3)CC2)n1,5.3,0,-0.4,0,-0.4,-4,-2,-9,i,-20
CCCCCC(=O)NC(=S)Nc1ccc(Br)cc1C,-0.9,-12,1.2,6,-0.8,-2,1,-3,i,1
O=c1ccc2ccc(O[C@@H]3O[C@H](CO)[C@@H](O)[C@H](O)[C@H]3O)c(O)c2o1,0.6,106,1.2,1,-0.3,-4,-10,2,i,4
COCCNC(=O)C1(C)CCCN(C(=O)c2cccc(C(F)(F)F)c2)C1 (centres undefined),-0.2,1,-0.1,-2,-0.2,-2,·,0,i,-1
CCCOc1ccc(-c2nc(N3CCN(CC)CC3)c3ccccc3n2)cc1,11,2,2.0,1,-0.4,-2,-1,-7,i,-12
COc1ccccc1C(=O)NC(CCSC)C(=O)NNC(=O)c1csc(N2CCOCC2)n1 (centres undefined),-0.4,0,1.5,2,-0.1,0,-7,-3,i,-2
Cc1ccc(S(=O)(=O)Cn2nnnc2C(C(C)C)N2CCSCC2)cc1 (centres undefined),0.2,3,0.0,-2,-0.1,-1,-3,2,i,7
CC(C)(O)c1[nH]c2ccc(C(F)(F)F)cc2c1C(C)(C)O,-0.4,-4,0.6,-2,-0.6,-3,-6,-1,i,-1
CCCN(CCC)CC(=O)NCC1(c2ccccc2)CCOCC1,-1.7,-1,-0.8,1,-3.0,0,5,0,i,-3
CCN(CC)CC(C)(C)C(=O)/C=C/c1ccc(/C=C/C(=O)C(C)(C)CN(CC)CC)cc1,-2.6,1,12*,3,-0.4,-1,-5,-2,i,-22
CC(Cc1ccccc1)N/C=C1\CC(=O)NC1=O (centres undefined),-0.3,4,3.5,-3,-0.5,1,-10,-3,i,2
Cc1cc(C)c(C)c(S(=O)(=O)N2CCCN(C)CC2)c1C,-3.0,-2,1.0,0,-0.2,-3,-2,-7,i,2
O=C1CCC(=O)N1OCCOc1ccc(Cl)c2ccccc12,-1.5,-7,-0.1,-2,-1.1,0,-7,-11,i,-4
Cc1ccc(C(=O)N/C(=C/c2ccco2)C(=O)N2CCOCC2)cc1,3.4,9,0.7,-1,0.0,2,-8,11,i,-2
N#C/C(=C\c1cn(CCOc2ccccc2F)c2ccccc12)C(=O)NCc1cccs1,2.7,-2,0.6,11,-0.3,0,-5,-4,i,0

4 records drawn at random from the list so far:
smiles,LMPTP inh,CSN inh,MsrA inh,DNMT1 inh,TbMetRS inhib,STEP block,Scp1 inh,NadD block,Rpn11 block,SUMO1 PPI mod
CC(C)(O)c1[nH]c2ccc(C(F)(F)F)cc2c1C(C)(C)O,-0.4,-4,0.6,-2,-0.6,-3,-6,-1,i,-1
CC(Cc1ccccc1)N/C=C1\CC(=O)NC1=O (centres undefined),-0.3,4,3.5,-3,-0.5,1,-10,-3,i,2
Cc1ccc(C(=O)N/C(=C/c2ccco2)C(=O)N2CCOCC2)cc1,3.4,9,0.7,-1,0.0,2,-8,11,i,-2
Cc1cc(C)c(C)c(S(=O)(=O)N2CCCN(C)CC2)c1C,-3.0,-2,1.0,0,-0.2,-3,-2,-7,i,2

Additional entries.
smiles,LMPTP inh,CSN inh,MsrA inh,DNMT1 inh,TbMetRS inhib,STEP block,Scp1 inh,NadD block,Rpn11 block,SUMO1 PPI mod
Cc1cc(Br)ccc1OCC(=O)N(Cc1nc(-c2ccccc2)no1)C(C)C,4.1,-3,1.6,-1,0.4,2,-13,-5,i,-4
O=C(CN1CCCCC1)Nc1ccc(C(F)(F)F)cc1Cl,0.0,-2,0.0,8,-0.6,4,-4,-6,i,-1
CCN1C(=O)/C(=C\c2ccco2)C(C(=O)OC)=C1C,0.2,5,0.7,9,-0.1,5,10,0,i,-9
Cc1cccc(-c2nc(CC(=O)Nc3cccc(S(=O)(=O)NC4=NCCC4)c3)cs2)c1,2.4,3,-0.6,-8,0.3,-2,-2,4,i,27
COc1nc(=O)n(C2OC(CO)C(O)C2O)cc1C (centres undefined),0.3,-5,-0.3,-2,-0.2,-1,0,3,i,4
Cc1ccc(OCc2nnc(SCC(=O)N3CCc4ccccc43)n2C)cc1,1.3,-3,0.3,9,-3.4,-7,0,6,i,1
COc1ccc(/C=C(\NC(=O)c2cccs2)C(=O)NC(C)(C)C)cc1OC,-1.7,2,3.5,0,-0.6,0,-1,-4,i,-4
CC(CNC(=O)C(C)(C)C)NC(=O)C(C)(C)C (centres undefined),-1.5,-20,-0.4,-1,-0.1,-1,-11,-2,i,0
O=C(c1ccc(Cl)cc1)n1cnc2ccccc21,0.4,4,-0.5,8,-0.9,0,-1,1,i,0
CC1CCCN(CCCNC(=O)CN2C(=O)COc3ccc(S(=O)(=O)N4CCOCC4)cc32)C1 (centres undefined),-1.9,5,-0.3,4,0.0,-2,-3,0,i,-4
COc1ccc2oc(=O)c(/C(C)=N/Nc3nc(-c4cc(C)ccc4C)cs3)cc2c1,0.4,1,0.9,-13,0.2,4,1,28,i,-11
CS(=O)(=O)c1sc2nc(-c3cccs3)cc(-c3ccccc3)c2c1N,5.0,-2,1.5,31,-0.5,8,34,74*,i,-10
O=C(NCCCN1CCCC1=O)[C@H](CSCc1ccccc1)N1Cc2ccccc2C1=O,-0.7,-2,0.0,-1,0.1,0,-1,0,i,0
O=C(NCc1ccc(Cl)cc1)C1CCC(CNc2c(N3CCCC3)c(=O)c2=O)CC1 (centres undefined),-0.4,0,1.2,0,-0.5,1,1,0,i,3
Nc1n[nH]c(C2CC2)c1N=Nc1ccc(Cl)c(Cl)c1,2.9,-4,-1.6,-10,0.2,-2,4,-2,i,-1
COc1ccc(CCNC(=O)C2CCN(C(=O)c3cccc(Cl)c3)CC2)cc1OC,-1.7,-1,-0.8,3,-0.6,-4,-7,-5,i,3
COc1cc(N)c(Cl)cc1C(=O)OCC(=O)NCC1CCCO1 (centres undefined),-0.7,0,-0.3,0,-0.7,-2,-8,2,i,-1
Cc1ccc(OC(=O)c2oc3ccc(F)cc3c2C)c(C)c1,2.8,0,0.2,-5,-0.2,4,-7,8,i,-3
CCC1CCCCN1CC(=O)Nc1cc(C)nn1-c1nc(C)cc(C)n1 (centres undefined),-1.9,1,-0.6,0,-0.6,-1,-3,-2,i,2
CC(=O)Nc1ccc(N2CCN(c3ccc(C(F)(F)F)cn3)CC2)nc1,5.3,1,-0.8,-1,0.1,12,-13,-3,i,5
CSCCC(NC(=O)COc1ccccc1)C(=O)Nc1ccc(C)cc1 (centres undefined),-0.1,-5,-0.4,1,0.2,-2,-5,-1,i,2
O=C(COC(=O)c1n[nH]c2ccccc12)Nc1ccccc1,0.4,8,-1.2,5,-0.8,1,-2,-5,i,0
O=C(O)c1ccccc1CSc1nc2ccccc2s1,1.6,11,0.6,-1,-0.1,22,-1,0,i,7
CCCSC(=S)NC1CCS(=O)(=O)C1 (centres undefined),0.7,-2,-0.4,9,-0.7,0,13,4,i,-2
CCc1ccc(N2CC(C(=O)Nc3ccc4c(c3)OCCO4)CC2=O)cc1 (centres undefined),-1.0,0,-0.8,-1,0.1,1,-8,-3,i,1
CCC(=O)NC(=S)Nc1cc(C(=O)O)ccc1OC,-0.5,-11,2.4,1,0.1,1,-11,-6,i,4
CCC(C)NC(=O)CC1Oc2ccc(Cl)cc2NC1=O (centres undefined),-0.7,-1,-0.1,5,-0.3,-1,22,-2,i,4
CC(C)(C)c1csc(N(CCC#N)CCC#N)n1,0.0,2,0.1,3,-1.2,-1,-2,-5,i,-3
NCCCC[C@@H](C(=O)N1CCNCC1)n1cc(CN)nn1,-11,2,0.3,-8,-0.2,1,-7,4,i,-87
COc1ccc(-c2cc(C(F)(F)F)n3ncc(C(=O)N4CCc5ccccc5C4)c3n2)cc1,0.4,5,0.6,-2,-0.5,3,-8,4,i,-4
C/C(=C\c1ccccc1)C(=O)Nc1cc(C)on1,0.5,-1,0.6,2,0.2,-2,3,1,i,1
Cc1ccc(NC(=O)c2ncn(CCCN(C)CCc3ccccn3)n2)cc1C,0.0,-5,-0.8,5,-1.3,0,-8,-3,i,4
